# Assay outcomes from PubChem BioAssay.
# Keap1 Nrf2 FP: Keap1-Nrf2 (human) interaction inhibition; Keap1 Kelch-Nrf2 peptide fluorescence polarization, 1536-well; inhibition, % at 9.4 µM; 0.15% of 340,000 active; in the data active = inhibition above about 12%;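 also: human Keap1 Kelch domain with fluorescein labeled Nrf2 9mer peptide probe; 0% = neutral control wells and 100% = peptide positive control; higher means more block of Keap1 binding to Nrf2 peptide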
# Target sequence (Q14145 whole entry, looked up, the tested form may be a part): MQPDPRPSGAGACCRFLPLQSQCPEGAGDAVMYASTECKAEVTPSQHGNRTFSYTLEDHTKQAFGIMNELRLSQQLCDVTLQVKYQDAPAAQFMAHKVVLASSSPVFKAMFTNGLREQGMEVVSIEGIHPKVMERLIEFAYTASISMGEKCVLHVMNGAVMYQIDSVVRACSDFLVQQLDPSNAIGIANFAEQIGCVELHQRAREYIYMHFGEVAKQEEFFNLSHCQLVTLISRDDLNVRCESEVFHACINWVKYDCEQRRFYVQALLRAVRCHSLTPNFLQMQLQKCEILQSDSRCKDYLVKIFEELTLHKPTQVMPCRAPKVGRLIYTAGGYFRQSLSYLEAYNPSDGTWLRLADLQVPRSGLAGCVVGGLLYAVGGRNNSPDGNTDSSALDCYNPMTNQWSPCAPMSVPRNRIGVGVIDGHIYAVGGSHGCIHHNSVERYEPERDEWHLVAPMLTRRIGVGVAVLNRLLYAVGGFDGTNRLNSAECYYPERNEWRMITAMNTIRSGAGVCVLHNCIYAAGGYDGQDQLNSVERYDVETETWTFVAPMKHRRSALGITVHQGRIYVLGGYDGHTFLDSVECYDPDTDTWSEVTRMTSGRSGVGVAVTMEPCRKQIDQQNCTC
# C-LANA FP: inhibitors of KSHV LANA C-terminal domain DNA binding; MBP-C-LANA/FAM-LBS DNA binding, fluorescence polarization; inhibition, % at 9 µM; 0.078% of 340,000 active;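 active = highest replicate inhibition at or above 60% at 9 µM, even if other replicates fall short; inactive = all replicates below 60% inhibition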;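 also: 0% = neutral control wells and 100% = 4 µM acridine orange control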
# SR-BI uptake up: SR-BI HDL lipid transfer activation; CHO ldlA[mSR-BI] cells, DiI-HDL uptake fluorescence, 3 h; 100 = double the neutral-control signal; activation, % at 12.5 µM; 0.096% of 320,000 active;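 active = mean replicate activation of at least 60% and every replicate at or above 60%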;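 also: 0% = median plate neutral-control signal and 100% = twice that signal; values of inactives mirror those of a sister screen read the other way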
#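 Assay system: LDL receptor-deficient CHO ldlA cells overexpressing murine SR-BI / Medium: BSA-supplemented, HEPES-buffered Ham's F12, pH 7.4 / Probe or stimulus: DiI-labelled HDL at 10 µg/mL final / Timing: compound with DiI-HDL co-incubation, 3 h at 37 °C / Technique: bottom-read cell fluorescence after medium removal, ex 550/em 595 nm / Measure: HDL uptake via cellular fluorescence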
# Arr AP2 block: human beta-arrestin and AP2 interaction inhibition; inhibition, % at 10 µM; AID 504490; FITC-arrestin peptide / GST-AP2 beads, flow cytometry; AP2 beta2 appendage carries R879A mutation; 0.31% of 340,000 active;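 active = inhibition above a set limit, near 3 SD of compounds lacking own fluorescence, cut at about 54% in these data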;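 also: plate controls were DMSO wells for no effect and 5 µM unlabelled arrestin peptide for full effect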
#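 system = GST-tagged AP2 beta2-adaptin appendage (R879A) on 4 µm glutathione beads | reagent = FITC-labelled arrestin peptide probe, 50 nM final | schedule = compound with beads 12 min RT, then probe 1 h RT | signal = HyperCyt-sampled flow cytometry, FL1 channel, ex 488/em 535 nm | read-out = percent response from loss of bead-bound FITC fluorescence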
# SR-BI DiI inh: mouse SR-BI HDL lipid transfer inhibition | ldlA[mSR-BI] CHO cells, DiI-HDL uptake fluorescence, 3 h | inhibition, % at 12.5 µM | 0.96% of 320,000 active;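 active = mean replicate inhibition of at least 70% and a set share of replicates each scoring 70 or more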;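 also: 0% = median of neutral control wells and 100% = median of positive control wells; values of inactives mirror those of a sister screen read the other way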
# DAGLB inh: diacylglycerol lipase beta (human) inhibition | inhibition, % at 5.17 µM | HEK293T DAGLB membrane lysate, EnzChek fluorogenic substrate | 0.059% of 340,000 active | Q8NCG7; in the data active = inhibition above about 34%;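 also: 0% = enzyme with vehicle and 100% = wells lacking enzyme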
# Cardiac RTF inh: cardiac RTF calcium desensitization. P19429+P45379. IANBD-labeled cardiac RTF, Ca2+ fluorescence. inhibition, % at 7.15 µM. 0.12% of 340,000 active. AID 493244;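 active = inhibition above the mean inhibition of all tested compounds plus 3 SD, cut at about 17% in these data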;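 also: assay run at fixed EC70 calcium of 1.6 mM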
# PvdQ inh: blocks Pseudomonas aeruginosa PvdQ acylase activity. inhibition, % at 10 µM. 0.063% of 340,000 active. purified PvdQ acylase, fluorescence plate reader; in the data active = inhibition above about 30%, passing the limit was not always enough;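 also: 0% = vehicle neutral wells and 100% = reference inhibitor wells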
# NSD2 inh: NSD2 (human) methyltransferase inhibition; O96028; NSD2 peptide methylation, AlphaScreen, 120 min; inhibition, % at 12.5 µM; 0.54% of 310,000 active; in the data active = inhibition above about 50%
# PKA-R2B activ: activates the human PKA-R2B holoenzyme complex; AID 504700; P22694+P31323; activation, % at 11.4 µM; 0.079% of 340,000 active; PKA-R2B holoenzyme dissociation, Cy5-IP20 fluorescence polarization; R2B truncated from residue 108, S112A mutant; 0% DMSO only, 100% 113 µM cGMP;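 active = activation above a cutoff set at the mean over all compounds plus 3 SD, cut at about 18% in these data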;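 also: higher means more holoenzyme dissociation and a rise in polarization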
# Target sequence (P31323 whole entry, looked up, other chains not shown, the tested form may be a part): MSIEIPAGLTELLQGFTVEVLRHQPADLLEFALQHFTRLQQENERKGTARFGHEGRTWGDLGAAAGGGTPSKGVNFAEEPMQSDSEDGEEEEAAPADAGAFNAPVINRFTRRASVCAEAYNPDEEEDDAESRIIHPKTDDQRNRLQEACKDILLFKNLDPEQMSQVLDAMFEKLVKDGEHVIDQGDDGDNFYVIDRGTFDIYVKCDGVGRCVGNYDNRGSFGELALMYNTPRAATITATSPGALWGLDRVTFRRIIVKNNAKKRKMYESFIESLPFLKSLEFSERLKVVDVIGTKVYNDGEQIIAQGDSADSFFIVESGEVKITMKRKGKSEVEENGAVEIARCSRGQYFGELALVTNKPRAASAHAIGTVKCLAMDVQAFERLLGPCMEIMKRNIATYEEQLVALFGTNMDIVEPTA
# Numbers without * were called inactive; . = not tested or not shown. Outcome played no part in choosing rows; any-hit rate near 2.1%.
SMILES,Keap1 Nrf2 FP,C-LANA FP,SR-BI uptake up,Arr AP2 block,SR-BI DiI inh,DAGLB inh,Cardiac RTF inh,PvdQ inh,NSD2 inh,PKA-R2B activ
CC1(C)Cc2c(c(N3CCOCC3)nc3sc4c(NN)ncnc4c23)CS1,-4,0.6,-15,15,15,3,-12,-5,-1,-3
CCn1c(Cn2nnc(-c3ccccc3)n2)nnc1SCc1ccc(Cl)c(Cl)c1,-1,-0.5,-12,6,12,-7,-2,-6,-2,-6
Cc1nc(SCC(=O)NC2CC2)c2c(C)c(C)sc2n1,-8,-1.5,-11,-9,11,2,-18,-12,-6,-1
O=C(N/N=C/c1c(Cl)nc2ccccn2c1=O)c1cccnc1,-10,-2.7,.,7,.,0,-8,-20,4,0
CC(C)Oc1ccc(NC(=O)c2ccncc2)cc1,2,-0.8,-25,-6,25,1,4,-7,.,-9
CCc1nc(SCC(=O)N2c3ccccc3Sc3ccccc32)c2ccccc2n1,-3,0.3,8,-4,-8,-10,-8,-16,4,-10
O=C(NCC(=O)N1CCCC(C(F)(F)F)C1)c1ccc(Oc2ccccc2)cc1 (configuration not stated),1,-0.7,10,-8,-10,-1,-4,-17,-2,4
Cc1ccc(NCc2ccc([N+](=O)[O-])s2)cc1,6,1.1,7,-3,-7,-1,1,-1,5,-8
COc1cc2nc(-c3ccccc3C)oc(=O)c2cc1OC,-1,3.1,-44,28,44,-2,-1,-18,-1,-3
CCn1c(CSc2ncccn2)nnc1SCC(=O)N1c2ccccc2CC1C (configuration not stated),3,0.7,-14,16,14,-1,-6,-8,.,3
Cc1ccc(NC(=O)c2cncc(Br)c2)c(O)c1,-7,0.7,7,-3,-7,3,-8,-5,0,3
OCCNCc1cccc(-c2ccccc2)c1O,-6,1.2,0,3,0,-1,-8,-9,-1,-9
CCCC1CCC(C(=O)Nn2c(C)nc3ccccc3c2=O)CC1 (configuration not stated),-3,-0.6,3,1,-3,1,2,-8,.,0
CSc1nc2c(c(=O)[nH]1)C(c1ccccc1Cl)CC(=O)N2 (configuration not stated),-1,0.4,26,15,-26,2,1,-6,1,-6
CCc1nccn1S(=O)(=O)c1ccc2ccc(C)cc2c1,0,0.1,-4,-7,4,3,-6,-11,0,0
Cc1csc(NC(=O)c2ccc(S(C)(=O)=O)cc2)n1,-2,-0.7,47,-13,-47,-1,-4,-3,-1,-12
CCOc1ccc(-c2cc(C(=O)OC)nc3c2c(=O)n(C)c(=O)n3C)cc1,-3,0.7,.,34,.,-1,1,3,-4,2
CCCC(C(=O)NC1CCCC1)N(C(=O)Cn1nnc(-c2ccc(C)o2)n1)C1CCCC1 (configuration not stated),-6,-1.1,1,26,-1,0,-10,-7,2,6
COC(=O)c1nn(-c2cccc(Cl)c2)cc(OC)c1=O,2,1.0,21,-3,-21,0,-2,24,4,-8
O=C(CSc1nc2ccccc2c(=O)n1-c1ccccc1)N1CCCc2ccccc21,0,-0.9,-8,-8,8,-4,4,10,20,-1
Cc1cc(C(=O)CSc2nnc(C3CC3)n2C2CC2)c(C)n1C(C)C,-4,-0.2,-12,16,12,-1,3,-9,7,2
Cc1nn(-c2ccccc2)c(Cl)c1C1C(C#N)=C(N)Oc2c1c(C)nn2-c1ccccc1 (configuration not stated),-1,1.4,9,1,-9,5,6,-1,4,-7
COc1ccc(C2SCC(=O)N2c2ccc(F)cc2)cc1 (configuration not stated),4,0.4,-3,-2,3,-2,-3,-16,-2,-7
CCc1oc(C(=O)O)cc1CN(CC)CC,-4,0.8,18,14,-18,-2,-8,2,7,7
CCC1(c2ccccc2)NC(=O)N(CC(=O)Nc2cccnc2Cl)C1=O (configuration not stated),3,-0.3,15,12,-15,-4,1,-2,-5,4
O=C(O)CSC(NC(=O)c1cccnc1)(C(F)(F)F)C(F)(F)F,-2,-1.7,26,22,-26,1,-11,-3,-1,-12
CC(=O)c1ccc(OCC(=O)NC2CCCCCC2)cc1,-4,3.0,9,5,-9,-2,-8,-9,-3,-3
CCC(=O)NC(=S)Nc1ccc(NC(=O)c2ccco2)c(Cl)c1,-2,0.7,-38,7,38,.,.,-15,.,.
COC(=O)Nc1nc(-c2ccc(F)cc2)c(C)s1,-5,47,-45,14,45,-3,-7,17,0,-3
O=C(NCc1ccncc1)C1CCCN1S(=O)(=O)c1ccc(Cl)cc1 (configuration not stated),-5,-0.3,19,-7,-19,-1,-5,-13,9,-11
CC(=O)Nc1ccc(NC(=S)NC(=O)C2CC2)cc1,4,0.8,13,10,-13,-2,-5,21,0,-5
COc1ccc(C(=O)CCc2ccc(OC)c(OC)c2)cc1,1,-0.4,-12,9,12,-1,-1,-9,1,6
Fc1cccc(Cl)c1/C=N/Nc1ccccn1,1,0.2,10,11,-10,-3,14,12,-3,2
COc1ccc(NC(=O)COC(=O)c2ccc(C)c(S(=O)(=O)N3CCCCC3)c2)cc1,-1,2.3,-46,-3,46,-4,-1,-10,1,-6
CC(=O)Nc1cccc(-n2nnc(SCC(=O)Nc3ccc(F)c(Cl)c3)n2)c1,-4,-1.1,-12,2,12,.,.,-9,-1,.
CCC1CCCCN1CCNC(=O)CNS(=O)(=O)c1ccc2nc(C)sc2c1 (configuration not stated),1,0.0,21,1,-21,4,1,2,9,-7
COc1ccc(CC(NC(C)=O)C(=O)NC2CCN(S(=O)(=O)c3ccccc3)CC2)cc1OC (configuration not stated),-1,-1.3,7,29,-7,0,-4,2,-2,1
CCCCN(CCCC)CCCNC(=O)C1CC(c2cc(C(F)(F)F)cc(C(F)(F)F)c2)=NO1 (configuration not stated),-1,0.6,1,15,-1,1,-23,4,.,-5
O=C(Cc1ccc(-n2c(=S)[nH]c3ccccc3c2=O)cc1)N1CCN(c2ccccc2)CC1,-11,0.8,-23,3,23,3,-2,-22,1,-13
O=C(CN1CCN(S(=O)(=O)c2ccccc2)CC1)Nc1ccc2c(c1)OCO2,1,0.6,.,0,.,-4,-5,-17,-1,-5

# The list goes on; the last 3 above are carried over.
SMILES,Keap1 Nrf2 FP,C-LANA FP,SR-BI uptake up,Arr AP2 block,SR-BI DiI inh,DAGLB inh,Cardiac RTF inh,PvdQ inh,NSD2 inh,PKA-R2B activ
CCCCN(CCCC)CCCNC(=O)C1CC(c2cc(C(F)(F)F)cc(C(F)(F)F)c2)=NO1 (configuration not stated),-1,0.6,1,15,-1,1,-23,4,.,-5
O=C(Cc1ccc(-n2c(=S)[nH]c3ccccc3c2=O)cc1)N1CCN(c2ccccc2)CC1,-11,0.8,-23,3,23,3,-2,-22,1,-13
O=C(CN1CCN(S(=O)(=O)c2ccccc2)CC1)Nc1ccc2c(c1)OCO2,1,0.6,.,0,.,-4,-5,-17,-1,-5
CCOC(=O)/C(C#N)=C/c1cn(CCC(=O)O)nc1-c1cccc(Br)c1,5,-0.6,-7,11,7,0,-7,17,-18,10
Cc1cc(C)c2nc(N3CCC(C(=O)NCC4CCCO4)CC3)sc2c1 (configuration not stated),5,-1.4,-19,-4,19,0,0,-5,-3,2
CC(=O)Nc1ccc(S(=O)(=O)N(C)CC(=O)Nc2nc3ccccc3[nH]2)cc1,-5,2.1,0,-3,0,2,-7,-12,4,-13
Cc1ccc2[nH]cc(CCCN3C(=O)c4ccccc4C3=O)c2c1,-3,0.1,0,1,0,1,7,-8,-1,-9
COc1cc(CNC(C)C23CC4CC(CC(C4)C2)C3)ccc1OCC(=O)NC(C)(C)C (configuration not stated),-4,-1.0,.,7,.,2,-8,-10,17,-6
COc1ccc(CN(C)C(=O)COC(=O)c2ccc(-c3ccccc3)cc2)c(OC)c1OC,2,0.7,-6,-3,6,-5,-2,-9,0,-6
C[C@H](CO)N1C[C@H](C)[C@@H](CN(C)C(=O)Nc2ccccc2)Oc2c(NC(=O)Nc3ccccc3)cccc2C1=O,-3,-2.3,-40,-3,40,0,-10,-17,.,-5
CC(C)(C)OC(=O)CNC(=O)c1[nH]cnc1C(=O)N[C@@H](CCCCNC(=O)OC(C)(C)C)C(=O)OC(C)(C)C,-2,-0.9,5,1,-5,-3,-3,-7,.,-13
Cc1cccc(NC(=O)/C=C/c2ccc(Cl)cc2)n1,0,-1.9,-31,-5,31,-4,-2,-1,-3,0
CCn1c(SCC(=O)Nc2cc(C)on2)nnc1-c1cccc(C)c1,5,0.8,0,-2,0,0,-11,-17,.,-2
COC(=O)C1CCN(C(c2cc(OC)c(OC)c(OC)c2)c2sc3nc(C)nn3c2O)CC1 (configuration not stated),1,-1.8,8,-3,-8,-2,-7,-14,.,-5
Cc1ccc(S(=O)(=O)N(CCC(=O)O)Cc2ccc(Cl)cc2)cc1,-3,1.5,.,10,.,2,-17,-12,-7,-8
COc1ccccc1-c1cc(C(=O)NCc2cccs2)no1,7,-0.7,-16,-2,16,-18,-6,-14,-1,1
CC(C)[C@H](CN(N=O)[C@@H](Cc1ccccc1)CN(C)N=O)N(CCc1ccccc1)N=O,0,1.4,-4,2,4,-6,3,-16,.,2
N#C/C(=C\c1c(N2CCCCC2)nc2ccccn2c1=O)C(=O)NC1CCS(=O)(=O)C1 (configuration not stated),-1,0.1,12,-4,-12,2,11,-11,-2,-7
CCOc1ccc(C(=O)CCC(=O)N2CCN(c3ccccc3O)CC2)cc1,-4,0.2,-21,25,21,0,-3,4,5,-6
COC(=O)CCCC(=O)N1CCCC(C(=O)c2ccccc2SC)C1 (configuration not stated),1,9.1,4,-2,-4,-3,-1,-5,1,-8
CCc1cc(C(=O)N2CCN(c3ccccn3)CC2)sc1C,-2,-1.3,4,27,-4,-7,-5,1,-1,10
CCN(CC)CCC(=O)N1C/C(=C/c2ccccc2)C(=O)/C(=C\c2ccccc2)C1,0,.,26,4,-26,-6,2,-21,39,-10
Cn1cc(C(=O)C(=O)N2CCCc3ccccc32)c2ccccc21,3,-2.3,-33,-6,33,-2,-4,-14,1,-3
COc1ccc(N2CCN(C(=O)NC3CCCCC3)CC2)cc1,2,2.3,4,30,-4,-4,6,2,2,-5
O=C(/C=C/c1ccc([N+](=O)[O-])cc1)OCC(=O)N1CCCCCC1,-3,-0.5,2,-12,-2,1,-3,-8,-2,-6
COc1ccc(C(=O)Nc2cc(Cl)ccc2OC(=O)c2ccc(OC)cc2)cc1,-2,0.3,-5,9,5,-4,-4,-9,.,0
CC(=O)N1CC2(C)CN(C(C)=O)CC(C)(C1)C2O (configuration not stated),2,-0.8,14,-7,-14,2,-2,-14,-2,-16
CN(CC(=O)NC1CCCC1)S(=O)(=O)c1cccc(Cl)c1,5,-0.5,55,9,-55,1,-1,-8,21,-1
Cn1c(=O)oc2cc(S(=O)(=O)NCCN3CCCCCC3)ccc21,-3,0.1,-2,-6,2,2,-2,-9,2,4
